Compound activity: PubChem BioAssay, Broad Institute
IDH1 R132H inh = IDH1 R132H (human) inhibition; actives 0.18% (n = 70,000); O75874; inhibition, % at 10 µM; IDH1 R132H reductase, diaphorase/resazurin fluorescence, 60 min; in the data active means inhibition above about 34%; inconclusive means no clear call, values can overlap the other calls; inactive means below about 11%;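 further: 0% = DMSO and 100% = no enzyme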
PRC2 inh = blocks human EZH2/PRC2 H3K27 methylation; Q15910; DELFIA TRF, 1 h; inhibition, % at 12.5 µM; actives 0.35% (n = 57,000); AID 651548;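 active means mean inhibition of replicates at least 50% and every single replicate also reaching 50%; inconclusive means mean inhibition at least 50% but some replicate falls below 50%; inactive means mean inhibition under 50%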;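 further: dimethyl H3K27 on biotinylated H3 21-44 peptide detected by antibody; plate controls were median neutral control wells for no effect and median positive control wells for full effect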
Target sequence (Q15910 whole entry, looked up): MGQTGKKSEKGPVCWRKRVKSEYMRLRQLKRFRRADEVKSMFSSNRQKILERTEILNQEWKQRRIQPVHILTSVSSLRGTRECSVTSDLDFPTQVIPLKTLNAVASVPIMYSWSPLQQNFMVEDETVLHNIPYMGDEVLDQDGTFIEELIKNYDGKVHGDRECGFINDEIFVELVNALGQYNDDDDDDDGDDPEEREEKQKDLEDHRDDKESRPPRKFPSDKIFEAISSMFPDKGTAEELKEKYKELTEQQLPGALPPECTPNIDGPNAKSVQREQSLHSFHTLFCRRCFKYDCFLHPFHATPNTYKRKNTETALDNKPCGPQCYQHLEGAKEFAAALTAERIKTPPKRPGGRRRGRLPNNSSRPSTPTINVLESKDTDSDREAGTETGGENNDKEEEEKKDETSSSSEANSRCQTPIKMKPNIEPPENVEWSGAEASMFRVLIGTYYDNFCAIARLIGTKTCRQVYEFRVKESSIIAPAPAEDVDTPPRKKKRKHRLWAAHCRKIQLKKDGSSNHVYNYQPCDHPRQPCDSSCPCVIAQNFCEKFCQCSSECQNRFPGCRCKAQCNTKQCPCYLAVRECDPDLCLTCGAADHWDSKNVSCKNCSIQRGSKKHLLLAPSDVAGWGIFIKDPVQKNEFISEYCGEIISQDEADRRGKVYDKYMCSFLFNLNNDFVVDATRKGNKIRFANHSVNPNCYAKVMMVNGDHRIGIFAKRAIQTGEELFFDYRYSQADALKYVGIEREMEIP
An asterisk follows results filed as active; ? = inconclusive; . = not tested or not shown.

SMILES	IDH1 R132H inh	PRC2 inh
COCC(=O)N1C[C@@H](C)[C@@H](OC)CN(C)C(=O)c2cc(NC(=O)c3cc(C)on3)ccc2OC[C@H]1C	-0.1	3
CO[C@@H]1CN(C)C(=O)c2cc(NC(=O)C3CCC3)ccc2OC[C@H](C)N(Cc2ccc(F)cc2)C[C@H]1C	0.1	-12
C[C@H]1CN([C@@H](C)CO)C(=O)c2cc(NS(=O)(=O)c3ccc(F)cc3)ccc2O[C@H]1CN(C)Cc1ccc(Oc2ccccc2)cc1	?	.
CO[C@@H]1CN(C)C(=O)c2cc(NC(=O)NC3CCCCC3)ccc2OC[C@@H](C)N(CCc2ccccc2)C[C@H]1C	0.4	-13
C[C@H]1CN([C@@H](C)CO)S(=O)(=O)c2ccc(-c3ccncc3)cc2O[C@@H]1CN(C)S(=O)(=O)c1ccccc1F	-1.8	-13
CS(=O)(=O)Nc1ccc2c(c1)[C@H]1C[C@H](CC(=O)NCCc3ccccc3)O[C@@H](CO)[C@H]1O2	-0.1	-7
Cc1ccc(NC(=O)c2ccc(S(=O)(=O)N3CC(C)CC(C)C3)cc2)c(C(=O)c2ccccc2)c1 (stereo not given)	-0.1	9
COc1ccc(CN(C)C[C@H]2Oc3ccc(NS(=O)(=O)c4cn(C)cn4)cc3CC(=O)N([C@H](C)CO)C[C@H]2C)cc1	0.9	5
CNS(=O)(=O)c1cc(OCC(N)=O)c(C)cc1Cl	0.4	5
C[C@H]1CN([C@@H](C)CO)C(=O)c2cccc(NC(=O)NC3CCCCC3)c2O[C@H]1CN(C)S(=O)(=O)c1cccs1	1.5	.
C[C@@H]1CN([C@H](C)CO)C(=O)c2cccc(NS(=O)(=O)c3cn(C)cn3)c2O[C@@H]1CN(C)C(=O)Nc1ccccc1	-14	.
C[C@H](CO)N1C[C@H](C)[C@@H](CN(C)Cc2ccc3c(c2)OCO3)Oc2ccc(NC(=O)NC3CCCCC3)cc2C1=O	0.0	-5
C[C@H](CO)N1C[C@H](C)[C@H](CN(C)S(=O)(=O)c2ccc(Cl)cc2)OCCCC[C@H](C)Oc2ccc(NC(=O)Nc3ccc(C(F)(F)F)cc3)cc2C1=O	4.8	.
O=c1[nH]c(=S)c2c(n1N1CCOCC1)CCC2	0.3	4
Cc1cc(C(F)(F)F)nc(SCC(=O)Nc2ccc(Cl)cc2)n1	-0.9	-3
COCC#Cc1cnc2c(c1)C(=O)N([C@H](C)CO)C[C@@H](C)[C@@H](CN(C)C(=O)C1CCCCC1)O2	2.8	12
COc1ccc(S(=O)(=O)N(C)C[C@H]2Oc3c(NC(=O)C4CCCCC4)cccc3C(=O)N([C@@H](C)CO)C[C@H]2C)cc1	.	-2
COCC(=O)Nc1ccc2c(c1)OC[C@H](C)N(C(C)=O)C[C@@H](C)[C@H](OC)CN(C)C2=O	0.5	6
C[C@@H]1CN([C@H](C)CO)S(=O)(=O)c2ccc(C#Cc3ccccc3F)cc2O[C@@H]1CN(C)C(=O)Cc1ccccc1	-0.1	.
C[C@H](CO)N1C[C@H](C)[C@H](CN(C)Cc2ccc3c(c2)OCCO3)OCc2cn(nn2)CCCC1=O	.	-2
COc1ccc(NC(=O)N(C)C[C@H]2Oc3ccc(NC(=O)Cc4cn(C)c5ccccc45)cc3C(=O)N([C@@H](C)CO)C[C@@H]2C)cc1	0.5	.
C[C@H]1CN([C@@H](C)CO)C(=O)c2ccccc2-c2ccccc2CO[C@H]1CN(C)Cc1ccc(F)cc1	-0.7	0
CCOc1ccccc1CNCc1ccccn1	-0.7	2
COc1cccc(S(=O)(=O)N[C@H]2CC[C@H](CC(=O)NCc3ccncc3)O[C@@H]2CO)c1	0.0	2
Cc1cc(C)c(NC(=O)CN(C)S(=O)(=O)c2ccccc2)c(C)c1	0.9	6
C[C@H](CO)N1C[C@H](C)[C@@H](CN(C)C(=O)c2cccc(F)c2)Oc2ncc(-c3ccccc3)cc2C1=O	-2.9	-4
CO[C@H]1CN(C)C(=O)c2ccc(NC(=O)C3CCC3)cc2OC[C@H](C)N(Cc2nccs2)C[C@@H]1C	-0.2	-6
CO[C@@H]1CN(C)C(=O)c2ccc(NC(=O)C3CCC3)cc2OC[C@@H](C)N(Cc2ccncc2)C[C@@H]1C	-0.2	1
C[C@H](CO)N1C[C@H](C)[C@H](CN(C)S(=O)(=O)c2cccs2)Oc2c(NS(=O)(=O)c3ccccc3)cccc2C1=O	-4.9	.
C[C@@H]1CN([C@H](C)CO)C(=O)c2cc(Br)cnc2O[C@H]1CN(C)CC1CCCC1	1.2	-25
CN(C)Cc1cn(CC[C@H]2CC[C@H](NC(=O)Nc3ccc4c(c3)OCO4)[C@@H](CO)O2)nn1	-0.3	2
C/C=C/c1ccc2c(c1)O[C@@H](CN(C)C(=O)Cc1ccncc1)[C@@H](C)CN([C@H](C)CO)S2(=O)=O	0.1	.
C[C@@H]1CN([C@H](C)CO)C(=O)c2cc(NS(=O)(=O)c3cn(C)cn3)ccc2O[C@H]1CN(C)C(=O)Nc1ccc2c(c1)OCO2	0.1	.
Cc1ccccc1CN(C)C[C@@H]1OCc2cn(nn2)CCCC(=O)N([C@H](C)CO)C[C@H]1C	0.1	8
C[C@@H]1CN([C@@H](C)CO)C(=O)c2cccc(NS(=O)(=O)c3cn(C)cn3)c2O[C@H]1CN(C)Cc1ccc(C(F)(F)F)cc1	0.5	-5
C[C@H](CO)N1C[C@H](C)[C@H](CN(C)C(=O)Nc2cccc3ccccc23)Oc2ccc(NS(=O)(=O)c3cccs3)cc2C1=O	-0.6	.
CO[C@@H]1CN(C)C(=O)c2ccc(NC(=O)C3CCOCC3)cc2OC[C@@H](C)N(S(=O)(=O)c2ccc(C)cc2)C[C@H]1C	0.1	-8
COc1ccc(/C=N/NC(=O)c2cccc(C(=O)NO)c2)cc1O	-0.5	19
CCn1c(SCC(=O)Nc2ccc([N+](=O)[O-])cc2)nnc1-c1ccccc1F	0.4	-5
C[C@@H]1CN([C@H](C)CO)C(=O)c2cc(NC(=O)c3ccccc3)ccc2O[C@@H](C)CCCCO[C@@H]1CN(C)C(=O)CCCN(C)C	2.6	6
Cn1cnc(S(=O)(=O)N[C@H]2C=C[C@@H](CC(=O)N3CCN(c4ccccc4)CC3)O[C@@H]2CO)c1	0.1	5
CO[C@H](CN(C)Cc1nccs1)[C@H](C)CN([C@@H](C)CO)S(=O)(=O)c1ccc(F)cc1	0.1	-7
COc1ccc(C)cc1S(=O)(=O)N(CC(=O)O)c1cc(C)cc(C)c1	-0.2	2
Cc1noc(C)c1NC(=O)Nc1cccc2c1O[C@H](CN(C)S(=O)(=O)c1ccc(Cl)cc1)[C@H](C)CN([C@H](C)CO)C2=O	2.0	.
O=C(C[C@@H]1C[C@H]2c3cc(NC(=O)CC4CC4)ccc3O[C@H]2[C@@H](CO)O1)NCCN1CCCCC1	-0.1	10
C[C@@H]1CN([C@H](C)CO)C(=O)CCCn2cc(nn2)CO[C@@H]1CN(C)Cc1ccccc1	0.5	-4
CCC(=O)N(C)C[C@@H]1Oc2ncc(C#Cc3ccccc3OC)cc2C(=O)N([C@H](C)CO)C[C@@H]1C	-0.1	-16
C[C@@H]1CN([C@H](C)CO)C(=O)c2cc(NC(=O)Nc3ccc(F)cc3)ccc2O[C@H]1CN(C)Cc1ccc(C(F)(F)F)cc1	.	-11
C/C=C/c1ccc2c(c1)O[C@H](CN(C)C(=O)Nc1ccc(F)cc1)[C@@H](C)CN([C@@H](C)CO)S2(=O)=O	-0.1	.
O=C(NCC[C@H]1CC[C@@H](NS(=O)(=O)Cc2ccccc2)[C@@H](CO)O1)C1CCCCC1	0.0	2
C[C@@H]1CN([C@@H](C)CO)C(=O)c2cc(C3=CCCCC3)cnc2O[C@H]1CN(C)C(=O)c1ccccc1	0.0	.
CS(=O)(=O)Nc1ccc2c(c1)[C@@H]1C[C@@H](CC(=O)NCc3ccc(Cl)cc3)O[C@@H](CO)[C@@H]1O2	0.3	-2
Cc1noc(C)c1NC(=O)N(C)C[C@H]1OCCCC[C@@H](C)Oc2ccc(NC(=O)Nc3ccc(F)cc3)cc2C(=O)N([C@@H](C)CO)C[C@H]1C	-1.1	.
O=C(NCC[C@@H]1CC[C@H](NC(=O)Nc2cc(F)ccc2F)[C@H](CO)O1)Nc1ccc(Cl)cc1	0.1	-26
COc1ccccc1CCNC(=O)c1cc(-c2ccccc2)nc2ccccc12	0.0	6
O=C1C(=O)N(Cc2ccco2)C(c2cccs2)C1C(=O)c1cccs1 (stereo not given)	0.1	3
COc1cccc(CNC(=O)C[C@H]2C=C[C@@H](NC(=O)C3CCC3)[C@@H](CO)O2)c1	-0.1	-2
Cc1noc(C)c1S(=O)(=O)N(C)C[C@H]1Oc2ccc(NS(=O)(=O)c3ccccc3)cc2C(=O)N([C@H](C)CO)C[C@H]1C	-0.7	.
C[C@@H](O)C#Cc1ccc2c(c1)O[C@H](CN(C)CC1CC1)[C@@H](C)CN([C@@H](C)CO)S2(=O)=O	.	0
Cc1ccc(NC(=O)CSC2CC(=O)N(c3ccccc3)C2=O)cc1C (stereo not given)	0.5	13

One compound at a time (already shown).
O=C(NCC[C@@H]1CC[C@H](NC(=O)Nc2cc(F)ccc2F)[C@H](CO)O1)Nc1ccc(Cl)cc1 is listed as IDH1 R132H inh: 0.1; PRC2 inh: -26
CS(=O)(=O)Nc1ccc2c(c1)[C@@H]1C[C@@H](CC(=O)NCc3ccc(Cl)cc3)O[C@@H](CO)[C@@H]1O2 is listed as IDH1 R132H inh: 0.3; PRC2 inh: -2

(further entries)
SMILES	IDH1 R132H inh	PRC2 inh
C[C@@H]1CC[C@]2(C)[C@H](CC[C@@H](O)[C@]2(C)O)[C@@]1(C)CC(=O)c1ccoc1	0.4	.
C[C@H](CO)N1C[C@H](C)[C@H](CN(C)C(=O)NC2CCCC2)Oc2ncc(-c3ccccc3)cc2C1=O	-0.6	-28
CC(C)NC(=O)Nc1ccc2c(c1)C(=O)N([C@H](C)CO)C[C@@H](C)[C@@H](CN(C)CC1CCCCC1)OCCCC[C@@H](C)O2	1.3	.
C[C@H](CO)N1C[C@H](C)[C@@H](CN(C)C(=O)NC2CCCCC2)Oc2ccc(NC(=O)CCN3CCOCC3)cc2CC1=O	3.0	-2
C[C@@H]1CN([C@H](C)CO)C(=O)c2cccc(NS(=O)(=O)c3cn(C)cn3)c2O[C@H]1CN(C)C(=O)Nc1ccc(C(F)(F)F)cc1	2.3	.
COc1ccc(NC(=S)NCc2cc(C)n(C)n2)cc1OC	-0.3	5
CCCC#Cc1cnc2c(c1)C(=O)N([C@H](C)CO)C[C@@H](C)[C@H](CN(C)C(=O)Nc1cc(F)ccc1F)O2	-0.2	-10
C[C@@H]1CN([C@@H](C)CO)C(=O)c2cc(/C=C/c3ccccc3)cnc2O[C@@H]1CN(C)C(=O)Nc1ccccc1F	1.7	.
COCC(=O)Nc1ccc2c(c1)OC[C@H](C)N(C(=O)c1ccccc1)C[C@@H](C)[C@H](OC)CN(C)C2=O	0.1	-4
Cc1ccc(S(=O)(=O)N(C)C[C@@H]2Oc3c(NC(=O)C4CC4)cccc3C(=O)N([C@@H](C)CO)C[C@H]2C)cc1	0.8	3
C[C@H](O)C#Cc1cnc2c(c1)C(=O)N([C@@H](C)CO)C[C@@H](C)[C@@H](CN(C)C(=O)Nc1ccc(C(F)(F)F)cc1)O2	0.2	3
C[C@H](CO)N1C[C@H](C)[C@H](CN(C)CC2CCOCC2)Oc2ncc(-c3cncnc3)cc2C1=O	3.0	13
CCCc1c(C(=O)O)cc2c(c1O)C(=O)c1c(O)cccc1C2=O	3.1	.
C[C@H]1CN([C@@H](C)CO)C(=O)Cc2cc(NC(=O)NC3CCCCC3)ccc2O[C@@H]1CN(C)C(=O)Nc1ccc(F)cc1	1.5	.
COc1ccc(N(CC(=O)Nc2cc(C)ccc2C)S(C)(=O)=O)cc1OC	-0.3	-8
C[C@@H]1CCCCO[C@@H](CN(C)Cc2ccc(Cl)c(Cl)c2)[C@@H](C)CN([C@H](C)CO)C(=O)c2cc(NS(=O)(=O)c3ccc(Cl)cc3)ccc2O1	-0.2	.
C[C@H]1CN([C@@H](C)CO)C(=O)c2cc(C3=CCCC3)cnc2O[C@H]1CN(C)C(=O)C1CC1	0.2	5
Cc1ccc(S(=O)(=O)N(C)C[C@@H]2Oc3ccc(NC(=O)C4CCCCC4)cc3C(=O)N([C@H](C)CO)C[C@H]2C)cc1	-0.1	1
C[C@H]1CN([C@@H](C)CO)C(=O)Cc2cc(NC(=O)Nc3cccc4ccccc34)ccc2O[C@@H]1CN(C)CC1CC1	-0.8	.
C[C@@H]1CN([C@@H](C)CO)C(=O)c2cc(C3=CCCCC3)cnc2O[C@H]1CN(C)S(=O)(=O)c1cn(C)cn1	.	-2
C[C@H](CO)N1C[C@H](C)[C@@H](CN(C)Cc2ccc(F)cc2)Oc2cc(C#CC3CC3)ccc2S1(=O)=O	0.9	48
COc1ccccc1S(=O)(=O)N(C)C[C@H]1OCc2cnnn2CCCC(=O)N([C@H](C)CO)C[C@H]1C	1.4	3

A different layout for part of the listing above.
SMILES: C[C@@H]1CN([C@H](C)CO)S(=O)(=O)c2ccc(C#Cc3ccccc3F)cc2O[C@@H]1CN(C)C(=O)Cc1ccccc1
- IDH1 R132H inh: -0.1
- PRC2 inh: .

SMILES: CS(=O)(=O)Nc1ccc2c(c1)[C@@H]1C[C@@H](CC(=O)NCc3ccc(Cl)cc3)O[C@@H](CO)[C@@H]1O2
- IDH1 R132H inh: 0.3
- PRC2 inh: -2

SMILES: C[C@H](CO)N1C[C@H](C)[C@@H](CN(C)Cc2ccc3c(c2)OCO3)Oc2ccc(NC(=O)NC3CCCCC3)cc2C1=O
- IDH1 R132H inh: 0.0
- PRC2 inh: -5

SMILES: C[C@@H]1CC[C@]2(C)[C@H](CC[C@@H](O)[C@]2(C)O)[C@@]1(C)CC(=O)c1ccoc1
- IDH1 R132H inh: 0.4
- PRC2 inh: .

The list is partial; the hit share may differ from the screen's.
